Assay outcomes: PubChem BioAssay, Sanford-Burnham Center for Chemical Genomics
Hsp70 inhibitors: Hsp70 inhibitors, probe displacement, primary screen, biochemical, fluorescence polarization (AID 583) | Heat shock 70 kDa protein 1A (Homo sapiens) | displacement, % at 20 µM, or IC50 in µM where a hit was titrated | Hsp70 fluorescence polarization probe displacement, mP; higher % means a stronger effect | 140,000 tested, 0.06% active; in the data active means displacement above about 50%;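 further: plate controls were vehicle for no effect and reference ligand for full effect; a part of the inactive calls stands beside numbers as strong as those of hits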
Rat MKP-3 inhibitors: MKP-3 phosphatase inhibitors, primary screen, biochemical, rat enzyme, in vitro (AID 425); recombinant MKP-3 phosphatase activity, fluorescence; higher % means a stronger effect; inhibition, % at 20 µM, or IC50 in µM where a hit was titrated; 110,000 tested, 0.17% active; in the data active means inhibition above about 50%;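 further: plate controls were vehicle for no effect and reference inhibitor for full effect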
Active calls of the source: *; · = not tested or not shown; & = joins results of further samples. This is a subset. The share of hits here may be higher or lower than overall.

O=C(O)c1ccccc1S(=O)(=O)NCC(O)COc1ccc(Br)cc1 (configuration not stated)
  Hsp70 inhibitors: -0.6%	Rat MKP-3 inhibitors: -3%

CCC1Sc2ccccc2N(CC(=O)NCc2ccccc2OC)C1=O (configuration not stated)
  Hsp70 inhibitors: 0.9%	Rat MKP-3 inhibitors: ·

Cc1csc(=NC(=O)c2ccccc2)n1C
  Hsp70 inhibitors: 4.2%	Rat MKP-3 inhibitors: ·

CC1(C)CC(=O)C2=C(C1)NC(=O)CC2C(=O)NCc1ccc(F)cc1 (configuration not stated)
  Hsp70 inhibitors: -0.3%	Rat MKP-3 inhibitors: 3%

Cc1ccc(N2C(=O)[C@@H]3[C@H](C2=O)C2c4ccccc4C=CN2[C@@H]3C(=O)c2ccco2)c(C)c1 (some centres not stated)
  Hsp70 inhibitors: 30%	Rat MKP-3 inhibitors: 16%

O=C1/C(=C/c2ccccc2)S/C(=N/N=C/c2ccccc2)N1c1ccc(O)cc1
  Hsp70 inhibitors: -0.4%	Rat MKP-3 inhibitors: 2%

CC1=NN(c2ccccc2)C(=O)/C1=C/c1ccccc1OS(=O)(=O)c1ccccc1[N+](=O)[O-]
  Hsp70 inhibitors: 5.4%	Rat MKP-3 inhibitors: 0%

Cc1cccc(C2(c3cccc(C)c3)CC2C(=O)NC(C)(C)C)c1 (configuration not stated)
  Hsp70 inhibitors: -1.3%	Rat MKP-3 inhibitors: 3%

O=C1c2ccccc2C(=O)N1N1C(=O)c2ccc(-c3nc4ccccc4o3)cc2C1=O
  Hsp70 inhibitors: 2.5%	Rat MKP-3 inhibitors: 0%

CCOC(=O)c1cnn(-c2c(Cc3ccccc3)c(C)nc3c(-c4ccccc4)c(C)nn23)c1N
  Hsp70 inhibitors: 1.9%	Rat MKP-3 inhibitors: ·

Rewritten as tab-separated lines: part of the list above
molecule	Hsp70 inhibitors	Rat MKP-3 inhibitors
O=C1/C(=C/c2ccccc2)S/C(=N/N=C/c2ccccc2)N1c1ccc(O)cc1	-0.4%	2%
Cc1cccc(C2(c3cccc(C)c3)CC2C(=O)NC(C)(C)C)c1 (configuration not stated)	-1.3%	3%
CC1(C)CC(=O)C2=C(C1)NC(=O)CC2C(=O)NCc1ccc(F)cc1 (configuration not stated)	-0.3%	3%

Continuation:
CCCOC(=O)C1=C(C)NC2=C(C(=O)CCC2)C1c1cccc(F)c1 (configuration not stated)
  Hsp70 inhibitors: -1.3%	Rat MKP-3 inhibitors: -1%

Cc1cc(Oc2ccccc2)nc2ccc(O)cc12
  Hsp70 inhibitors: ·	Rat MKP-3 inhibitors: -2%

Cn1c(N2CCN(C(=O)C34CC5CC(CC(C5)C3)C4)CC2)nc2ccccc21
  Hsp70 inhibitors: -2.7%	Rat MKP-3 inhibitors: 4%

COc1ccc(CCn2c(C)cc(C(=O)CSc3nnc(N)s3)c2C)cc1
  Hsp70 inhibitors: 3.8%	Rat MKP-3 inhibitors: -6%

COc1ccc(C2/C(=C(\O)c3ccc(C)cc3)C(=O)C(=O)N2c2nncs2)cc1 (configuration not stated)
  Hsp70 inhibitors: 5.3%	Rat MKP-3 inhibitors: 2%

O=C(c1ccc2ccccc2c1)N1CCN(c2ccc(O)cc2)CC1
  Hsp70 inhibitors: 0.2%	Rat MKP-3 inhibitors: 0%

COc1cc(Br)c(S(=O)(=O)Nc2c(C)n(C)n(-c3ccccc3)c2=O)cc1OC
  Hsp70 inhibitors: 3.1%	Rat MKP-3 inhibitors: -2%

CCOc1ccccc1C=Nc1cc(Cl)cc(Cl)c1
  Hsp70 inhibitors: -6.2%	Rat MKP-3 inhibitors: -1%

O=C(NC1CCCCC1)C(c1cccs1)N(Cc1cccs1)C(=O)c1cccs1 (configuration not stated)
  Hsp70 inhibitors: -4.4%	Rat MKP-3 inhibitors: ·

CCOC(=O)C(CC)n1cnc2c(nnn2-c2ccc(OC)cc2)c1=O (configuration not stated)
  Hsp70 inhibitors: 1.8%	Rat MKP-3 inhibitors: -11%

Cc1ccc(-c2nc3ncccc3o2)cc1NC(=O)c1ccc(-c2ccc(F)cc2)o1
  Hsp70 inhibitors: 0.3%	Rat MKP-3 inhibitors: 0%

O=C(Nc1ccc(N2CCN(C(=O)c3ccco3)CC2)cc1)C(c1ccccc1)c1ccccc1
  Hsp70 inhibitors: 2.0%	Rat MKP-3 inhibitors: ·

CCOC(=O)C1Cn2c(nc3c(c2=O)C(C)(C)Cc2ccccc2-3)S1 (configuration not stated)
  Hsp70 inhibitors: -4.6%&5.7%	Rat MKP-3 inhibitors: -2%&-3%

O=C(Oc1ccccc1/C=N/n1cnnc1)c1ccccc1Br
  Hsp70 inhibitors: -0.9%	Rat MKP-3 inhibitors: 2%

Nc1ccccc1OCCOCCOc1ccccc1N
  Hsp70 inhibitors: 3.6%	Rat MKP-3 inhibitors: -2%

COc1ccc(C(O)P(=O)(OC(C)C)OC(C)C)cc1OC (configuration not stated)
  Hsp70 inhibitors: -4.1%	Rat MKP-3 inhibitors: 1%

COc1ccc(CCNC(=S)Nc2cccc(C)c2C)cc1
  Hsp70 inhibitors: -5.0%	Rat MKP-3 inhibitors: ·

O=C1C(=O)N(Cc2ccccc2)C(c2ccccc2)/C1=C(/O)c1ccccc1 (configuration not stated)
  Hsp70 inhibitors: 1.6%	Rat MKP-3 inhibitors: 1%

CCCn1c2c(c(O)c(C(=O)NCc3ccccc3)c1=O)CCCC2
  Hsp70 inhibitors: 4.4%	Rat MKP-3 inhibitors: ·

CCOC(=O)C1=C(CC)Nc2ccccc2N=C1NC(=O)c1ccc(S(=O)(=O)N(C)C)cc1
  Hsp70 inhibitors: 1.2%	Rat MKP-3 inhibitors: ·

Exported bar-delimited: part of the list above
Compound | Hsp70 inhibitors | Rat MKP-3 inhibitors
CCOC(=O)C1Cn2c(nc3c(c2=O)C(C)(C)Cc2ccccc2-3)S1 (configuration not stated) | -4.6%&5.7% | -2%&-3%
O=C(Oc1ccccc1/C=N/n1cnnc1)c1ccccc1Br | -0.9% | 2%
Nc1ccccc1OCCOCCOc1ccccc1N | 3.6% | -2%
COc1ccc(C(O)P(=O)(OC(C)C)OC(C)C)cc1OC (configuration not stated) | -4.1% | 1%
COc1ccc(CCNC(=S)Nc2cccc(C)c2C)cc1 | -5.0% | ·
O=C1C(=O)N(Cc2ccccc2)C(c2ccccc2)/C1=C(/O)c1ccccc1 (configuration not stated) | 1.6% | 1%

Other compounds
Cc1ccc(OCCCC(=O)NC(C)c2ccccc2)cc1 (configuration not stated)
  Hsp70 inhibitors: 1.5%	Rat MKP-3 inhibitors: ·

Cc1cnn(-c2cc(Oc3ccccc3)ncn2)c1
  Hsp70 inhibitors: -3.0%&-0.5%	Rat MKP-3 inhibitors: 1%&-1%

COc1nc(Nc2cccc(C)c2)nc(N2CCCCC2)n1
  Hsp70 inhibitors: ·	Rat MKP-3 inhibitors: -5%

Cc1ccc(CC(C)CC(=O)NCc2ccccc2)cc1 (configuration not stated)
  Hsp70 inhibitors: 0.2%	Rat MKP-3 inhibitors: 4%

CC(C)c1ccc(/C=C/C(=O)Nc2sc3c(c2C(N)=O)CCCC3)cc1
  Hsp70 inhibitors: 7.1%	Rat MKP-3 inhibitors: 0%

Cc1cc(C)nc(NC2=NCC(=O)N2c2cc(Cl)cc(Cl)c2)n1
  Hsp70 inhibitors: 2.1%	Rat MKP-3 inhibitors: -3%

Cc1c(O)ccc2c3c(c(=O)oc12)CCCC3
  Hsp70 inhibitors: 0.3%	Rat MKP-3 inhibitors: -8%

O=C(Nc1cccc2c1C(=O)c1ccccc1C2=O)c1ccc(Br)cc1
  Hsp70 inhibitors: -1.6%	Rat MKP-3 inhibitors: 2%

O=C(O)c1ccnc(C(=O)O)c1
  Hsp70 inhibitors: ·	Rat MKP-3 inhibitors: 4%

COc1cc(NC(=O)c2ccc3c(c2)OCCO3)ccc1NC(=O)c1ccco1
  Hsp70 inhibitors: -0.4%	Rat MKP-3 inhibitors: 3%

CC(C)NC(=O)Nc1cccs1
  Hsp70 inhibitors: 6.1%	Rat MKP-3 inhibitors: -7%

COc1ccc(Cn2c(=O)n(Cc3ccco3)c(=N)c3c4c(sc32)COC(C)(C)C4)cc1
  Hsp70 inhibitors: -5.3%	Rat MKP-3 inhibitors: 2%

Cc1cccc(N(CC(=O)NCCSc2nc3ccccc3s2)S(=O)(=O)c2ccccc2)c1
  Hsp70 inhibitors: 1.2%	Rat MKP-3 inhibitors: 2%

O=C(CN1CCOCC1)C12CC3CCC(CC(C3)C1)C2
  Hsp70 inhibitors: 2.4%	Rat MKP-3 inhibitors: 2%

CCOC(=O)CSc1nc(C)c2ccc(C)cc2n1
  Hsp70 inhibitors: 1.2%	Rat MKP-3 inhibitors: ·

Cc1ccc(-n2c(=O)cc(N3CCC(C)CC3)[nH]c2=O)cc1
  Hsp70 inhibitors: 1.5%	Rat MKP-3 inhibitors: 5%

NS(=O)(=O)c1ccc(NC(=O)/C=C/c2ccccc2Cl)cc1
  Hsp70 inhibitors: 6.8%	Rat MKP-3 inhibitors: 0%

CC(C)Nc1ncnc2ccc(Br)cc12
  Hsp70 inhibitors: -7.8%	Rat MKP-3 inhibitors: 2%

O=C(Cc1ccccc1)Nc1cc(C(F)(F)F)cc(C(F)(F)F)c1
  Hsp70 inhibitors: -1.3%	Rat MKP-3 inhibitors: 5%

COc1cc(OC)c(C2C(C(=O)OCC3CCCO3)=C(C)NC3=C2C(=O)CCC3)cc1OC (configuration not stated)
  Hsp70 inhibitors: -3.1%	Rat MKP-3 inhibitors: -1%

O=C1COc2cccnc2N1
  Hsp70 inhibitors: 2.5%	Rat MKP-3 inhibitors: -2%

COc1ccc(N2CCN(CC(=O)Nc3c(C)cc(C)cc3C)CC2)cc1
  Hsp70 inhibitors: 1.4%	Rat MKP-3 inhibitors: -16%

O=C(O)c1cccc(CSc2ncccn2)c1
  Hsp70 inhibitors: 0.2%	Rat MKP-3 inhibitors: -15%

Cc1cc(C)cc(NC(=O)N2CCCC2C(=O)Nc2ccc(-n3cnnn3)c(C)c2)c1 (configuration not stated)
  Hsp70 inhibitors: -0.8%	Rat MKP-3 inhibitors: ·

COc1ccc(C(=O)Nc2ccc(S(=O)(=O)Nc3nccc(C)n3)cc2)cc1[N+](=O)[O-]
  Hsp70 inhibitors: -4.3%	Rat MKP-3 inhibitors: -1%

Cc1cc(NC(=O)c2noc3c2CCc2ccccc2-3)no1
  Hsp70 inhibitors: 5.3%	Rat MKP-3 inhibitors: 3%

CC12CCC(C(=O)NCc3ccc4c(c3)OCO4)(OC1=O)C2(C)C (configuration not stated)
  Hsp70 inhibitors: ·	Rat MKP-3 inhibitors: -6%

CN1C(=O)N(c2cccc3ccccc23)C(n2cncn2)C1(C)C (configuration not stated)
  Hsp70 inhibitors: -2.7%	Rat MKP-3 inhibitors: -6%

Cc1ccc2c(c1)nnn2C1CCN(CC(=O)N2CCN(c3ccc(F)cc3)CC2)CC1
  Hsp70 inhibitors: -2.6%	Rat MKP-3 inhibitors: -2%

N#C/C(C(=O)NCc1ccco1)=C1/SC(Cc2ccc(F)cc2)C(=O)N1c1ccccc1 (configuration not stated)
  Hsp70 inhibitors: 2.8%	Rat MKP-3 inhibitors: 6%

O=C(NCc1ccccn1)Nc1ccc(Cl)cc1
  Hsp70 inhibitors: 0.0%	Rat MKP-3 inhibitors: 1%

O=C(Nc1ccc(Oc2ccccc2)cc1)C1CCCN(c2ncccn2)C1 (configuration not stated)
  Hsp70 inhibitors: -2.0%	Rat MKP-3 inhibitors: -1%

COc1ccccc1N/C(=N/S(=O)(=O)c1ccccc1)c1ccccc1
  Hsp70 inhibitors: -0.6%	Rat MKP-3 inhibitors: 2%

COc1ccc(C(=O)CC(Nc2ccc(C)c(Cl)c2)c2ccccc2)cc1 (configuration not stated)
  Hsp70 inhibitors: -4.2%	Rat MKP-3 inhibitors: 3%

CN(CCc1ccccn1)S(=O)(=O)c1ccc2c3c(cccc13)C(=O)N2
  Hsp70 inhibitors: -1.5%	Rat MKP-3 inhibitors: ·

CCn1c(/N=C/c2c[nH]c3ccccc23)nc2ccccc21
  Hsp70 inhibitors: -0.4%	Rat MKP-3 inhibitors: -7%

Grouped by structure, the entries above containing an aryl thioether with sulfur outside any ring
COc1ccc(CCn2c(C)cc(C(=O)CSc3nnc(N)s3)c2C)cc1
  Hsp70 inhibitors: 3.8%	Rat MKP-3 inhibitors: -6%

Cc1cccc(N(CC(=O)NCCSc2nc3ccccc3s2)S(=O)(=O)c2ccccc2)c1
  Hsp70 inhibitors: 1.2%	Rat MKP-3 inhibitors: 2%

CCOC(=O)CSc1nc(C)c2ccc(C)cc2n1
  Hsp70 inhibitors: 1.2%	Rat MKP-3 inhibitors: ·

O=C(O)c1cccc(CSc2ncccn2)c1
  Hsp70 inhibitors: 0.2%	Rat MKP-3 inhibitors: -15%

Structural class, those above with an NH in an aromatic ring.
Cc1ccc(-n2c(=O)cc(N3CCC(C)CC3)[nH]c2=O)cc1
  Hsp70 inhibitors: 1.5%	Rat MKP-3 inhibitors: 5%

CCn1c(/N=C/c2c[nH]c3ccccc23)nc2ccccc21
  Hsp70 inhibitors: -0.4%	Rat MKP-3 inhibitors: -7%
